Compound activity deposited in PubChem BioAssay by several laboratories.
NR2E3 ag-1: inhibitors of NR2E3-RetCOR corepressor binding, primary screen, NR2E3 agonist project, biochemical, TR-FRET, GST-NR2E3, biotin-RetCOR; Photoreceptor-specific nuclear receptor (Homo sapiens), Q9Y5X4; 1536-well; inhibition of corepressor binding, % at 4.78 µM; actives 0.12% (n = 320,000); AID 2300, 2010;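 active = percent inhibition above the cutoff of mean plus 3 SD of all tested compounds, set per screening campaign, cut at about 20% in these data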;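 also: 0% = DMSO wells and 100% = biotin wells as full block of FRET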
Target sequence (Q9Y5X4 whole entry, looked up): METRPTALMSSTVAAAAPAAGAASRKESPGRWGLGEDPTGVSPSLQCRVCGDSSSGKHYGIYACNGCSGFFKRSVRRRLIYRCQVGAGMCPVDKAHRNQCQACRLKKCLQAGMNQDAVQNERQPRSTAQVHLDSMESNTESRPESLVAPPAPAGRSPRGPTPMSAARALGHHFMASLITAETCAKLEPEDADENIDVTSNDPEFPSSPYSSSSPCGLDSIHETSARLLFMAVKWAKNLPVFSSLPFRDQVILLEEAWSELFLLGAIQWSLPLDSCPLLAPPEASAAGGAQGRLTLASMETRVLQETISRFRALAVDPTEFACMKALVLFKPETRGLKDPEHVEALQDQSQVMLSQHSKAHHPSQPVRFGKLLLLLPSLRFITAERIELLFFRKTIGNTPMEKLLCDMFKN
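Test system: GST-NR2E3 and biotin-RetCOR proteins | Quantity: 1.35 nM GST-tagged NR2E3 final | Medium: Tris pH 7.5 | Also added: 7 nM biotin-RetCOR | Dosing: Compound at 4.8 µM, single dose | Timing: 5 h at 4 °C | Detection: Time-resolved FRET | Read-out basis: Percent inhibition | Benchmarks: Biotin wells as high control, 0.6% DMSO wells as low control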
KKLEB cytotox: cytotoxicity in KKLEB CF airway cells, primary screen, cytotoxicity control for CF NF-kB inhibitor project, cell-based, uHTS, fluorescence assay plates. actives 0.36% (n = 360,000). activity change (cytotoxicity), % at 5 µM. AID 602141, 2011. KKLEB CF airway cells viability, ATPlite luminescence, overnight; active compounds read low; cells stimulated with P. aeruginosa culture filtrate;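 active = corrected activity change at or below -50% at 5 µM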
EBV LMP1 NFkB: EBV LMP1-driven NF-kappaB luciferase reporter inhibitors, primary screen, cell-based, luminescence, single point. LMP1-induced NF-kappaB luciferase reporter cells. inhibition, % at 12.5 µM. actives 0.69% (n = 350,000); in the data active = inhibition above about 41%;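 also: 0% = neutral control wells and 100% = reference inhibitor control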
CF NFkB block: inhibitors of PAF-induced NF-kB signaling, primary screen, cell-based, GFP fluorescence, uHTS; KKLEB NF-kB-GFP reporter, GFP fluorescence overnight; inhibition, % at 5 µM; actives 0.86% (n = 360,000); AID 588850, 2011;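 active = at least 50% inhibition at 5 µM, scaled per plate between neutral and stimulator controls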;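 also: PAF is a Pseudomonas aeruginosa culture filtrate used as stimulus; plate controls were PAF-stimulated DMSO wells for no effect and unstimulated DMSO wells for full effect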
TRAIL sens C8: viability loss with TRAIL in NB7+C8 cells, primary screen, TRAIL sensitizer project, cell-based, ATPlite luminescence | AID 624354, 2012 | inhibition (viability loss, TRAIL sensitization), % at 10 µM | actives 1% (n = 360,000);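 active = compounds causing at least 50% loss of cell viability in the single-dose screen, relative to plate controls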
NR2E3 ag-2: NR2E3 agonists in two-hybrid cells, primary screen, cell-based, luminescence, CHO-S, Gal4-NCOR/VP16-NR2E3. AID 602229, 2012. inhibition of corepressor binding, % at 3.98 µM. luciferase. actives 0.35% (n = 360,000);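 active = inhibition above the mean of all tested compounds plus 3 SD, cut at about 70% in these data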;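 also: 0% = DMSO with NR2E3 transfected cells and 100% = cells lacking NR2E3 construct; higher means lower luciferase signal from less NR2E3 corepressor binding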
HIF-2a inh: HIF-2a reporter inhibitors, primary screen, luminescence, 786-0 RCC cells; 786-0 RCC cells HIF-2a reporter, luciferase luminescence, overnight; inhibition, % at 18.8 µM; actives 0.72% (n = 360,000);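 active = inhibition of the luminescence signal of 40% or more relative to plate controls, in a single-dose primary screen at 18.75 µM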
Peg3 promoter: Peg3 promoter-driven luciferase inhibitors, primary screen, cell-based, HeLa, luciferase luminescence; AID 588405, 2011; HeLa PEG-Prom luciferase reporter, overnight; inhibition, % at 20 µM; actives 1.7% (n = 360,000);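 active = inhibition of at least 50% at 20 µM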
Shn3 inh set2: reduction of Shn3 3'UTR firefly luciferase signal, primary screen, Schnurri-3 inhibitor project, cell-based, Clone20 osteoblasts, set 2. Clone20 osteoblast Shn3 3'UTR firefly luciferase, 24 h. inhibition, % at 12.5 µM. actives 0.52% (n = 360,000). AID 588674, 2011;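 active = mean inhibition of at least 75% with every replicate also reaching 75%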;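 also: 0% = median of neutral control wells and 100% = pilot-screen positive control compound; some compounds past the cut are filed as inactive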
TRPM1 prom inh: inhibitors of MITF-dependent TRPM1 promoter reporter, primary screen, cell-based, SK-MEL-5, single point, luciferase | inhibition, % at 12.5 µM | SK-MEL-5 TRPM1 promoter luciferase, 24 h | actives 0.83% (n = 330,000) | AID 488899, 2010;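 active = mean inhibition across replicates of 60% or more, whatever share of single replicates reaches that level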; also: values of inactives mirror those of a sister screen read the other way
hiPSC survival: enhancers of single-cell hiPSC survival, primary screen, ATPlite luminescence; 100% = ROCK inhibitor wells, 0% = DMSO; survival enhancement, % at 20 µM; actives 0.044% (n = 360,000); in the data active = survival enhancement above about 18%;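 also: cells exposed to compounds for 16 hours before the ATP read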
Numbers without * were called inactive; . = not tested or not shown.

SMILES	NR2E3 ag-1	KKLEB cytotox	EBV LMP1 NFkB	CF NFkB block	TRAIL sens C8	NR2E3 ag-2	HIF-2a inh	Peg3 promoter	Shn3 inh set2	TRPM1 prom inh	hiPSC survival
Cc1cc(=O)oc2c3c(cc(OCC(=O)N[C@H](C(=O)O)c4ccccc4)c12)OC(C)(C)CC3	-9	-7	-8	11	3	-3	4	7	2	-10	-0.1
Cc1ccc(C)c(NC(=O)NNS(=O)(=O)c2ccc(C)c(C)c2)c1	-4	-1	4	-13	-12	6	6	20	6	9	-0.2
COC(=O)NCc1ccc2c(c1)OCO2	-1	-7	-6	19	-18	-14	11	1	7	2	-3.1
CCc1ccccc1NNC(=O)c1snnc1C	2	-8	-17	2	9	-17	13	13	13	3	-0.5
N#Cc1cccc(S(=O)(=O)NNC(=O)C23CC4CC(CC(C4)C2)C3)c1	.	-4	1	0	-6	0	14	12	-5	6	3.1
CCCC1=NN(C(=O)Cc2ccc(OC)c(OC)c2)C(O)(C(F)(F)F)C1 (centres undefined)	-6	10	1	7	-23	-43	17	13	3	21	0.0
N/C(=N\OC(=O)c1ccccc1Cl)c1ccccn1	2	-37	65*	-17	79*	-79	30	59*	43	66*	-5.8
COc1ccc(C2=CC(c3ccc(C)cc3)n3nnnc3N2)cc1 (centres undefined)	0	-5	4	0	-1	-4	-10	-6	-10	-5	-2.0
COC(=O)Nc1nc2ccc(SC(C)C)cc2[nH]1	0	-9	-1	26	-3	-89	-157	-224	-31	-12	-3.8
CCOC(=O)c1cn(CC(=O)Nc2ccc(C(C)C)cc2)nn1	-3	-14	-15	2	21	-4	13	5	-12	1	0.4
O=C1CC(C(=O)Nc2ccc(F)cc2)n2cnnc2N1 (centres undefined)	-1	4	-1	6	-8	-29	23	14	0	-1	-0.6
Cc1ccc(-c2cc(C(=O)NCCCn3ccnc3)c3ccccc3n2)s1	-1	-5	-5	-22	10	20	-12	-16	3	14	-1.9
Cc1cc(C)c(C)c(S(=O)(=O)N(C)CCc2ccccn2)c1C	.	0	3	15	4	-10	13	16	1	.	-0.3
S=C(c1ccc(N2CCCC2)cc1)N1CCCCC1	1	8	-22	-7	-8	-24	-63	-111	-32	-32	-0.4
O=C(c1ccccc1)C1CCc2occc2C1=O (centres undefined)	1	3	-2	-5	7	-20	-9	-10	3	-1	-1.5
COc1ccc(CNC(=O)c2sc(=S)n(-c3ccccc3)c2N)cc1	0	-7	2	-3	-7	9	21	13	17	-1	0.8
O=C(CSc1ccc(Cl)cc1)NC1CCCc2ccccc21 (centres undefined)	2	-2	3	-5	19	8	19	31	-18	-3	2.2
O=C(Nc1ccc(C(=O)N2CCCCC2)cc1)c1ccc(Br)cc1	1	8	3	-10	2	-20	-38	-44	6	-9	-2.6
Cc1cccc(NC(=O)C2C(C(=O)O)C3C=CC2C32CC2)c1C (centres undefined)	2	-9	-5	14	-4	4	15	15	-3	7	-4.9
CC12CCC(C(=O)O)(c3nc4cc([N+](=O)[O-])ccc4nc31)C2(C)C (centres undefined)	1	8	-15	8	7	3	13	10	13	12	-0.6
C[C@@H]1C=C[C@](Cc2ccccc2)(C(=O)NCCc2c[nH]c3ccccc23)N1C(=O)c1ccccc1	0	13	12	4	8	-25	-10	-8	-4	6	0.8
CNC(=S)N/N=C/c1ccc(-c2ccc(C(=O)O)cc2)o1	-5	8	-5	-9	-4	-25	-47	-8	-26	1	-0.1
C[C@@H]1CN([C@@H](C)CO)C(=O)c2cc(Br)cnc2O[C@H]1CN(C)C(=O)c1ccncc1	.	-9	-5	4	-11	-11	9	13	4	.	-1.7
CC1CCCCN1S(=O)(=O)c1ccc2c(c1)C(C)(C)C(=O)N2C (centres undefined)	1	5	-6	-5	16	2	5	-1	4	-7	-1.9
CC(=O)Nc1ccc(-n2c(C)ccc2C)cc1	-1	11	-47	-3	-2	16	-4	10	-6	15	-0.5
CCc1ccc(OCC(=O)NNC(=O)c2cnccn2)c(Br)c1	2	-2	5	-16	6	-16	-45	-44	0	-19	0.3
CCN(CC)c1ccc(/C=N/Nc2nc(C)cc(=O)[nH]2)cc1	-6	-14	5	-2	5	-29	-24	-25	-23	-1	1.6
COc1ccc(C(=O)Nc2cc(OC)c(Cl)cc2Cl)cc1	-1	-13	-23	2	10	5	-91	-61	-10	-14	1.2
NC(=O)/C(=C\c1ccncc1)c1cccc2ccccc12	1	1	4	12	0	-16	21	8	16	10	0.2
O=C(CC1C(=O)NCCN1Cc1c(F)cccc1Cl)NCCC1=CCCCC1 (centres undefined)	-3	5	-6	-20	9	28	-8	11	.	3	-0.3
COc1cc(CCC(=O)OCC(=O)NCCc2ccc(S(N)(=O)=O)cc2)cc(OC)c1OC	.	14	1	-8	3	-4	3	-1	1	9	-2.2
O=C(NCC1CCCO1)C1CCCN1C(=O)Nc1ccccc1[N+](=O)[O-] (centres undefined)	0	-6	-2	4	18	1	19	18	-6	6	0.0
COc1ccc(C(=O)CN(C(=O)c2ccc(Cl)cc2)N2C(=O)C3CCCCC3C2=O)cc1 (centres undefined)	0	7	-2	2	-1	-7	8	-7	11	-3	-1.3
Cc1cc(=O)[nH]c(-c2ccc(C(F)(F)F)cc2)n1	-2	8	3	-15	-11	-3	6	-7	3	5	-0.7
Cc1cccc(OCC(=O)NCCNC(=O)c2cnccn2)c1	0	2	-6	-11	13	12	9	0	-11	9	0.3
COc1cc(CCC(=O)Nc2ccc(C)c(S(=O)(=O)N3CCCCCC3)c2)cc(OC)c1OC	2	-7	28	-6	25	28	8	40	44	26	-1.6
COc1ccc(CNC(=O)C2(C)Cc3c(-c4ccc5c(c4)OCO5)ccnc3O2)cc1OC (centres undefined)	.	-6	.	-31	14	-24	9	18	11	.	-2.7
COc1ccccc1NC(=O)CSc1nnc(-c2ccco2)n1Cc1ccco1	3	8	4	3	-12	-12	23	24	11	13	-2.1
CC(C)(O)C#Cc1ccc(C(=O)N2CCN(c3ccccc3)CC2)cc1	-5	7	0	-5	-5	15	-4	22	21	4	-0.6
COc1ccc(Cl)cc1-n1c(C)ccc1C	2	5	-20	1	6	-3	9	3	-2	11	-2.2
COCC(=O)Nc1ccc2c(c1)[C@@H]1C[C@H](CC(=O)OC)O[C@H](CO)[C@@H]1O2	.	5	2	-8	-14	3	9	6	2	.	8.9
O=S(=O)(NC1CCCCC1Oc1ccccc1)c1ccccc1 (centres undefined)	0	-3	-3	-3	-8	17	26	13	-16	-13	4.5
CCn1c(NC(=O)c2ccco2)c(-c2ccccc2Cl)c(=O)c2ccccc21	0	-8	-5	10	-1	0	9	6	12	3	1.7
Cc1ccc(-c2ccc(CN3C(C)C(=O)N(Cc4cn(Cc5ccco5)nn4)CCS3(=O)=O)cc2)cc1 (centres undefined)	.	3	27	40	8	5	-22	0	9	.	2.4
CCOc1cc2ccccc2cc1C(=O)Nc1ccccn1	3	-6	-14	7	1	-19	-89	-35	-15	-7	-0.4
CCn1c(SCc2ccc(C)cc2)nnc1-c1nn(-c2ccccc2)ccc1=O	-1	-5	1	3	-2	-2	21	-1	6	-1	3.9
CCOC(=O)C1=C(c2ccccc2)Nc2ncnn2C1c1cc(OC)ccc1OC (centres undefined)	2	6	5	-16	13	3	18	3	3	10	2.8
CCCC(C)NC(=O)CN(c1ccc2c(c1)OCCO2)S(=O)(=O)c1ccccc1 (centres undefined)	5	-1	0	-5	-21	-6	12	-81	-9	1	1.1
COc1ccc(/C=C/c2c([N+](=O)[O-])c(=O)n(C)c(=O)n2C)c(OC)c1	-3	3	-3	22	-19	19	30	3	-30	3	0.4
CC(C)C(=O)Nc1ncc(Cc2ccccc2Cl)s1	2	-8	5	0	-1	-52	-15	4	-1	-9	-0.4
COc1ccc(-c2c(=O)n(OC)c3ccccc3[n+]2[O-])cc1OC	1	2	-7	-10	-6	-14	-55	-32	-9	.	-0.6
Cc1ccc(C(O)c2cccnc2)o1 (centres undefined)	2	-5	8	8	-2	-10	8	8	-4	1	3.6
C[C@@H]1CCCCO[C@H](CN(C)C(=O)Nc2ccc3c(c2)OCO3)[C@@H](C)CN([C@H](C)CO)C(=O)c2cc(NS(=O)(=O)c3ccc(F)cc3)ccc2O1	.	1	-8	1	-7	-20	9	1	7	.	2.3
NC(=O)C1CCN(C(=O)CN2CCCc3ccccc32)CC1	2	13	34	0	-8	-11	-43	18	-5	9	-2.0
COc1ccc(OC)c(C2/C(=C(/O)c3ccccc3)C(=O)C(=O)N2Cc2ccco2)c1 (centres undefined)	6	-1	3	13	2	-14	5	4	-23	-5	0.3
Cc1cccc(N/C(N)=N/c2nc(C)c(Cc3ccccc3)c(=O)[nH]2)c1	3	23	1	-21	-3	-14	18	13	34	6	0.5
Cc1ccc(C)n1-n1c(C)nc2scc(-c3ccccc3)c2c1=O	-3	-20	3	2	-2	12	11	3	11	4	-2.0
O=C(O)C(=Cc1ccncc1)c1cccc2ccccc12	.	-8	3	20	-3	0	11	10	-1	.	1.7
Cc1nnc2n(C)c(=O)c3c4c(sc3n12)COC(C)(C)C4	2	1	-5	-3	3	1	4	2	4	-15	-0.1
CCOC(=O)N1CCC(N2CCCC(C(=O)c3cccc(OC)c3)C2)CC1 (centres undefined)	-1	-4	0	12	-9	9	14	3	7	-6	-0.1
Cc1ccccc1C(=O)O	1	-7	0	1	1	-8	11	6	-8	2	3.2

Retrieved one by one from the list above:
SMILES	NR2E3 ag-1	KKLEB cytotox	EBV LMP1 NFkB	CF NFkB block	TRAIL sens C8	NR2E3 ag-2	HIF-2a inh	Peg3 promoter	Shn3 inh set2	TRPM1 prom inh	hiPSC survival
Cc1nnc2n(C)c(=O)c3c4c(sc3n12)COC(C)(C)C4	2	1	-5	-3	3	1	4	2	4	-15	-0.1
COc1ccc(-c2c(=O)n(OC)c3ccccc3[n+]2[O-])cc1OC	1	2	-7	-10	-6	-14	-55	-32	-9	.	-0.6
Cc1ccc(C(O)c2cccnc2)o1 (centres undefined)	2	-5	8	8	-2	-10	8	8	-4	1	3.6
Cc1ccc(-c2ccc(CN3C(C)C(=O)N(Cc4cn(Cc5ccco5)nn4)CCS3(=O)=O)cc2)cc1 (centres undefined)	.	3	27	40	8	5	-22	0	9	.	2.4

Not all compounds are listed. The share of hits here may be higher or lower than overall.
